# IL1B secr inh: inflammasome signaling inhibition, IL-1 beta readout. AID 743279. hit rate 4.7% among 360,000. activity change, % at 57.5 µM. THP-1 LPS/ATP IL-1B secretion, AlphaLISA, 16 h; active compounds read low; in the data active = activity change below about -50%; inconclusive = mostly about -30% to -49%; also: % is scaled to controls: 0 for no effect and ±100 for the full control effect
#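 THP-1 cells pretreated 1 hr with compounds (up to 57.5 uM final), then stimulated with LPS (250 ng/mL final) plus ATP (1.25 mM final); secreted IL-1B measured by AlphaLISA after 16 hr, decreased signal indicating inhibition.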
# MCF10A rerep: DNA re-replication induction in MCF 10a cells. MCF 10A DNA re-replication, Hoechst nuclear intensity, 48 h. Potency, µM (series often up to 46.1 µM), without a hit: top-dose activity, positive = re-replication, usual class: activators. hit rate 2.9% among 350,000. AID 624296; also: potency is read from the fitted curve at half-maximal effect; % of control where 0% means no effect; nearly all actives have a fitted effect of over 50% in size
# HT1080 IDH1KD tx: HT-1080 IDH1 knockdown cell toxicity (counter line); HT-1080 IDH1 knockdown viability, ATP luminescence, 48 h; Potency, µM (doses to about 46.1 µM), inactives show at the top dose activity, negative = toxicity, actives largely listed as cytotoxic; hit rate 2% among 360,000; AID 686971;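 also: potency is read from the fitted curve at half-maximal effect; 0% = DMSO wells and -100% = cell-free medium wells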
#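 Knockdown cells (IDH1KD HT-1080) received compounds 2 h after plating at 750 cells/well and were kept 48 h at 37 °C in 5% FBS RPMI. A CellTiter-Glo luminescence read gave % activity for curve fitting.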
# HT1080-NT tox: kills 2HG-producing HT-1080-NT fibrosarcoma cells. Potency, µM (titrated, usually from 46.1 µM), without a hit: at the highest dose activity, negative = less viability, most hits filed as cytotoxic. AID 686970. hit rate 1.6% among 360,000. HT-1080-NT fibrosarcoma viability, CellTiter-Glo ATP luminescence, 48 h;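 also: NT is the 2HG producing partner of a matched IDH1 knockdown line; potency is read from the fitted curve at half-maximal effect; 0% = DMSO-treated cells and -100% = media-only wells without cells; nearly all actives have a fitted effect of over 55% in size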
#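 HT-1080-NT; 750 cells/well; 5% FBS RPMI; 48 h compound, 37 degrees C; CellTiter-Glo luminescence; curve fitting and curve-class assignment.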
# HepG2 viability: HepG2 cytotoxicity, counter-screen for TGF-b inhibitors. hit rate 0.76% among 410,000. Potency, µM (titrated, usually from 46.1 µM), for inactives: at the highest dose activity change, negative = cytotoxicity, hits mostly cytotoxic. HepG2 CAGA-GFP viability, ATP luminescence, 18 h; also: potency is read from the fitted curve at half-maximal effect; some results filed as inactive show a strong effect at the top dose
#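 CellTiter-Glo luminescence gave cytotoxicity after 18 hours at 37 degrees C. The cells were HepG2 CAGA-GFP in 1% FBS DMEM, stimulated with 500 pg/mL TGF-beta after compound addition. %Activity was normalised to no-cell wells (complete cell-killing) and DMSO (no toxicity), and curves were fitted and classified.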
# ATXN viability: reduces viability in counter-screen for ATXN expression inhibitors. S2 cells (HEK-293 line with an ATXN2-luciferase reporter) viability, CellTiter-Fluor protease fluorescence, 24 h. Potency, µM (highest dose often 56.7 µM), actives largely listed as cytotoxic. hit rate 0.49% among 400,000; also: potency is read from the fitted curve at half-maximal effect; nearly all actives have a fitted effect of over 40% in size
# SW480 rerep: inducers of DNA re-replication in SW480 colon cancer cells; SW480 DNA re-replication, Hoechst DNA content imaging, 48 h; hit rate 1.8% among 340,000; Potency, µM (titrated, usually from 46.1 µM), inactives show top-dose re-replication activation, actives largely listed as activators; also: potency is read from the fitted curve at half-maximal effect; % of control where 0% means no effect; nearly all actives have a fitted effect of over 55% in size
#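 Hoechst fluorescence of nuclei (405 nm excitation, 500-530 nm emission) measured by plate-scanning imager after 48 hr compound exposure at 37 C; re-replication scored as increased number of nuclei with elevated intensity.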
# ATXN2 expr inh: reduces ATXN2 reporter expression in HEK-293 cells | hit rate 0.72% among 360,000 | Potency, µM (highest dose often 57 µM), for inactives: at the top dose activity change, negative = inhibition, usual class: inhibitors | HEK-293 ATXN2-luciferase reporter, luminescence, 24 h | AID 1745845; also: potency is read from the fitted curve at half-maximal effect; % is scaled to controls: 0 for no effect and ±100 for the full control effect; nearly all actives have a fitted effect of over 55% in size
#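 ATXN2-luciferase reporter cells (luciferase flanked by upstream and downstream ATXN2 gene portions) were treated 24 h at 37 °C with compounds at up to 57 uM. SteadyGlo luminescence gave expression; GF-AFC fluorescence gave viability.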
# KB-3-1 cytotox: KB-3-1 parental cell cytotoxicity | Potency, µM (highest dose often 46.1 µM), inactives show at the highest dose activity change, negative = cytotoxic, usual class: cytotoxic | hit rate 1.4% among 400,000 | KB-3-1 viability, CellTiter-Glo ATP luminescence, 72 h | AID 1347075; also: potency is read from the fitted curve at half-maximal effect; % is scaled to controls: 0 for no effect and ±100 for the full control effect; nearly all actives have a fitted effect of over 60% in size
#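 Here the drug-naive KB-3-1 line serves as comparator for MDR sub-line selectivity; cells received compound titrations, 72 h at 37 °C, then CellTiter-Glo readout.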
# * marks the source's active call; other numbers are inactive results; i = inactive; ? = inconclusive; . = no result given; [ ] = another dose, or the depositor's remark. Unless noted, calls follow the shape of the dose curve; as a rule, active = well fitted curve in the direction sought with a large enough effect; inconclusive = small, poorly fitted or top-dose-only effect, or another doubt; inactive = no such curve, though single readings can be large; an effect the other way counts as inactive or inconclusive.
structure	IL1B secr inh	MCF10A rerep	HT1080 IDH1KD tx	HT1080-NT tox	HepG2 viability	ATXN viability	SW480 rerep	ATXN2 expr inh	KB-3-1 cytotox
CC(=O)C1=C(C)OC(N)=C(C#N)C1c1cccnc1 (stereo unspecified)	-20	1%	-18%	17%	-5%	i	0%	3%	4%
CC(C)(C)NC(=O)COc1ccc(CNc2ncn[nH]2)cc1	-2	-12%	?	25%	3%	i	-7%	-14%	-2%
CCOc1ccc(C2NC(=O)C(C#N)=C(S)N2c2ccc(C)cc2)cc1OC (stereo unspecified)	-59*	?	-14%	-7%	-22%	i	?	5%	8%
O=C(CCCCCN1C(=O)c2ccccc2C1=O)Nc1nccs1	19	-1%	-3%	8%	-3%	i	-11%	1%	?
CCCCC1CCC(C(=O)OC(C)C(=O)Nc2ccc(NC(C)=O)cc2)CC1 (stereo unspecified)	24	1%	-1%	0%	2%	.	9%	207%[activator]	-6%
CC(=O)c1cccc(-n2c(=O)c3c4c(sc3n(CC(=O)c3ccccc3)c2=O)CN(C(C)=O)CC4)c1	.	.	.	.	-5%	i	.	-10%	14%
Cc1ccc(-c2cc(C(F)F)n3ncc(C(=O)NCc4ccco4)c3n2)cc1	6	9%	24%	18%	6%	i	1%	-22%	5%
Cc1ccc(-c2nn3c(C)nnc3s2)cc1NC(=O)CSc1ccc(Cl)cc1	23	7%	-1%	0%	3%	?	0%	-34%	-1%
O=C(Cc1ccc(-n2c(=O)c3sccc3n(CC(=O)Nc3ccccc3F)c2=O)cc1)NCc1ccco1	13	28%	-1%	-5%	3%	?	-1%	.	1%
CCOc1ccc(-n2c(SCC(=O)Nc3cc(OC)c([N+](=O)[O-])cc3C)nc3ccccc32)cc1	38	2%	-2%	0%	0%	i	0%	-5%	-3%
CCOC(=O)Cc1nnn(CC(=O)OCC)n1	11	-1%	-1%	2%	-10%	i	0%	-9%	6%
COc1ccc(-n2c(=S)[nH]c3c(sc(=S)n3-c3ccccc3)c2=O)c(OC)c1	-2	3%	22%	1%	-3%	i	4%	-21%	13%
O=C(c1ccc(Br)o1)N1CCN(c2ccccn2)CC1	17	5%	1%	6%	2%	i	-2%	2%	1%
Cc1cccc(C)c1NC(=O)CNC(=O)CCC(=O)c1cccs1	10	-4%	9%	-2%	1%	?	-2%	.	4%
O=C(O)c1ccccc1C(=O)c1ccc(F)c(F)c1	0	-18%	1%	6%	4%	i	-10%	2%	1%
O=C(CCSc1ccc(Cl)cc1)NCc1ccccn1	13	2%	11%	20%	1%	i	-4%	10%	4%
COC(=O)Nc1ccccc1C(=O)N1CCCCC1	-19	1%	-8%	1%	-8%	.	-9%	.	-3%
CC(C)(C)OC(=O)NOCC(=O)N(CC(=O)c1ccccc1)Cc1ccccc1	-27	13%	0%	-3%	-4%	i	?	-2%	0%
COc1cc(SC)ccc1C(=O)N1CCCc2ccccc21	8	-4%	-8%	?	-17%	i	8%	-16%	-3%
CCc1ccc(NC(=O)CN2C(=O)CC(c3ccccc3)Sc3ccccc32)cc1 (stereo unspecified)	.	.	.	.	-5%	i	.	4%	-24%
O=C(CS(=O)(=O)c1ccccc1)Nc1nnc(-c2cccs2)o1	6	2%	-9%	-8%	0%	i	?	-7%	14%
O=C(Nc1cccc(S(=O)(=O)N2CCCCCC2)c1)c1cncc(Br)c1	?	16%	-1%	-2%	-27%	?	8%	-26%	-27%
COc1cccc(OC)c1OCCOc1ccc(C(=O)c2ccccc2)cc1	?	?	-13%	-12%	-17%	?	1%	-16%	5%
CCCC(=O)Nc1nc(C)c(-c2csc(Nc3cc(OC)ccc3OC)n2)s1	-1	-1%	-25%	-9%	-9%	i	8%	-21%	0%
CCc1ccc(-c2nc(SCC(=O)N3CCOCC3)n[nH]2)cc1	24	6%	-2%	-6%	-12%	i	0%	-6%	?
CC(C)NC(=O)c1sc2nc(-c3cccs3)cc(-c3cccs3)c2c1N	-18	3.7µM*	19%	0%	0%	i	?	-9%	4%
Cc1cc(C)n(-c2ccc(C(=O)Nc3cccc(S(=O)(=O)N(C)C)c3)cc2)n1	0	10%	-20%	1%	1%	i	-11%	-24%	?
CC(=O)OC1COC(N2CCc3ccccc32)C(OC(C)=O)C1OC(C)=O (stereo unspecified)	-7	-6%	16%	20%	42%	i	4%	-8%	0%
CN(C)S(=O)(=O)c1ccc(NC(=S)NC(=O)Cc2ccccc2)cc1	-21	-1%	12%	12%	-6%	i	-6%	0%	?
Cc1cc(/C=C(\C#N)C(=O)NC2CCCCCC2)c(C)[nH]1	-7	-27%	-19%	-8%	-4%	i	-4%	41%[activator]	10%
Cc1cc(N2CCN(S(=O)(=O)c3ccc4c(c3)OCCO4)CC2)n2ncnc2n1	-1	5%	7%	-2%	-31%	i	-3%	-17%	16%
CCOC(=O)N1CCC(NC(=O)CCc2c(C)nc3c(c(C)nn3-c3ccccc3)c2C)CC1	11	0%	-1%	-8%	3%	i	1%	-2%	0%
Cc1ccc(-c2csc(NC(=O)C3=COCCO3)n2)cc1C	-88*	?	?	?	-18%	i	-238%[inhibitor]	13%	?
CCc1ccc(-c2cc(N)n(-c3ccccc3)n2)cc1	-22	-2%	-1%	-11%	-16%	i	-5%	110%[activator][11.3 µM]	6%
CCc1cccc(NC(=O)CN2CCCN(Cc3cccc(C)c3)S2(=O)=O)c1	.	.	.	.	-37%	?	.	-16%	9%
COc1ccc(NC(=O)NCCN2CCN(c3ccc(C)cc3)CC2)c(Cl)c1	-11	8%	2%	-1%	-2%	i	0%	.	-2%
CC1=CC(C)C(C(=O)O)C(C(=O)O)C1 (stereo unspecified)	5	-2%	1%	-3%	8%	i	-9%	3%	0%
O=C(CNC(=O)c1ccccc1F)N/N=C/c1ccco1	-27	3%	19%	10%	-6%	i	-17%	10%	18%
Cc1ccc2cc(CN(C)C(=O)c3cccc(Cl)c3)c(=O)[nH]c2c1	.	.	.	.	-21%	i	.	-14%	3%
Cc1noc(C)c1NC(=O)N(C)C[C@H]1Oc2ccc(NC(=O)NC(C)C)cc2C(=O)N([C@H](C)CO)C[C@H]1C	14	7%	10%	14%	-13%	i	-7%	11%	12%
O=C(NNC(=O)C1CCC(C(=O)NNC(=O)c2cccs2)CC1)c1cccs1 (stereo unspecified)	-14	-6%	1%	-6%	-3%	i	-1%	7%	-6%
Cc1ccc(/C=N/NC(=O)c2cccc(S(=O)(=O)Nc3cccc(Cl)c3)c2)o1	5	-6%	-4%	-6%	-5%	i	-1%	.	-5%
COc1cc(CN2CCN(C(=O)c3cccc4ccccc34)CC2)cc(OC)c1O	0	-2%	-25%	?	10%	i	19%	1%	3%
O=C1CC(NCc2ccccc2F)C(=O)N1c1ccccc1 (stereo unspecified)	21	-2%	1%	7%	-3%	i	-5%	-6%	4%
CN1C(=O)C(O)(CC(=O)c2ccncc2)c2ccccc21 (stereo unspecified)	-53*	?	-3%	-4%	4%	i	?	3%	-4%
O=C1c2ccccc2NC(c2ccccn2)N1NS(=O)(=O)c1ccccc1 (stereo unspecified)	-18	4%	3%	-8%	-5%	i	11%	-7%	-9%
COC(=O)c1ccc2nc(-c3ccc(F)cc3)c(Cc3cccc(Cl)c3)n2c1	30	.	6%	8%	.	i	.	13%	?
COc1ccccc1C(=O)NC(=S)Nc1ccc(N2CCOCC2)c(Cl)c1	3	?	6%	9%	-1%	i	-43%[inhibitor]	-5%	-4%
Cc1ccccc1-n1c(SCC(=O)O)nc2sc3c(c2c1=O)CCCC3	24	-1%	2%	-19%	11%	i	10%	-26%	0%
COCCN(CCOC)c1ncnc2c1cnn2-c1ccc(Cl)cc1	-20	?	-4%	14%	-16%	i	2%	55%[activator]	-11%
Cc1ccc(N=CC=C2OC(C)(C)C(C)(C)O2)c(C)c1	-16	?	-20%	-27%	-38%	i	0%	6%	-1%
COc1ccc(CCNC(=O)c2ccc(Br)o2)cc1Br	-12	.	3%	9%	.	i	.	-20%	-7%
CC(C)(C)OC(=O)N1CCC2(CC1)Oc1ccc(Cl)cc1C(=O)C21CC(c2ccc(Cl)cc2)=NO1 (stereo unspecified)	9	20%	4%	16%	-14%	i	?	2%	0%
O=C(OCC(=O)c1ccccc1)C1=NN(c2ccccc2)C(=O)CC1	14	0%	-2%	0%	10%	i	-16%	9%	.
CCO[C@H]1OC(C(=O)NCc2nc3ccccc3[nH]2)=C[C@@H](C)[C@@H]1CCCO	0	-13%	-3%	10%	-4%	i	?	13%	-2%
COC(=O)c1ccccc1NC(=O)NC1CCC(C)CC1 (stereo unspecified)	?	1%	9%	10%	0%	i	2%	.	-1%
CSCC[C@H](NC(=O)C1CCCC1)c1nc2ccccc2[nH]1	20	3%	-16%	-5%	1%	i	11%	-13%	-5%
Cn1c(-c2ccc(Br)cc2)cnc1NCc1cccnc1	14	?	-5%	-18%	-1%	i	-3%	6%	-1%
O=C(O)CNS(=O)(=O)c1ccc(Br)s1	22	-1%	23%	16%	-3%	i	-3%	1%	14%
CCOC(=O)c1ccc(NC(=O)C2(c3ccc(Cl)cc3)CCCC2)cc1	-20	-4%	-17%	-10%	-30%	i	-18%	-10%	?
CNc1ccc(C(=O)c2ccccc2C(=O)O)cc1[N+](=O)[O-]	-16	-4%	-2%	0%	-5%	i	1%	.	3%
